Source: PubChem BioAssay
Rpn11 block – Rpn11 (human) deubiquitinase inhibition | O00487 | human 26S proteasome, Ub4-pepOG fluorescence polarization; 20S core pre-blocked with epoxomicin | calls only at 20 µM | actives 0.59% (n = 360,000) | AID 588493;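 active = inhibition at 20 µM, scaled to each plate's controls, above about 33%, limit read from the data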
NadD inh – inhibitors of Staphylococcus aureus NadD; purified NadD enzyme, colorimetric absorbance read-out; inhibition, % at 20 µM; actives 0.78% (n = 360,000); in the data active = inhibition above about 26%; also: some compounds past the cut are filed as inactive
LMPTP block – blocks human LMPTP phosphatase. P24666. recombinant LMPTP-A, OMFP fluorogenic substrate, fluorescence intensity. actives 0.22% (n = 360,000). AID 651560. inhibition, % at 20 µM;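 active = compounds that cut the enzyme signal by at least half of the control window in the single-dose screen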;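 also: plate controls were DMSO wells with enzyme plus substrate for no effect and substrate without enzyme for full effect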
Target sequence (P24666 whole entry, looked up): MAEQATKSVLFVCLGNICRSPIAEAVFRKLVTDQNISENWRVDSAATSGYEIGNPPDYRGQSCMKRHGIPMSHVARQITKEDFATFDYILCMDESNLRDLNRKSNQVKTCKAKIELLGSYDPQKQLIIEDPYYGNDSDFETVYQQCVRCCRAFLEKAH
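test system = LMPTP-A | amount = 0.625 nM LMPTP-A final | reagent = fluorogenic phosphatase substrate OMFP at 400 µM final | incubation = 50 min at room temperature | benchmarks = no-enzyme low control, uninhibited high control | medium = Bis-Tris pH 6.0, DTT, detergent | signal = fluorescence intensity of OMFP turnover product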
Rin1 Abl inh – blocks binding of human Rin1 to Abl | P00519+Q13671 | TR-FRET Rin1/Abl binding, biochemical | inhibition, % at 7.35 µM | actives 0.4% (n = 360,000); in the data active = inhibition above about 5%, passing the limit was not always enough
DNMT1 block – inhibitors of human DNMT1. inhibition (reported as % activation of signal), % at 10 µM. P26358. actives 0.83% (n = 360,000). AID 588458. DNMT1 molecular beacon, Hinp1I cleavage, fluorescence; in the data active = inhibition above about 50%
Neddylation inh – inhibitors of human cullin neddylation; P61081+Q13564; TR-FRET cullin neddylation, biochemical; calls only at 25 µM; actives 0.58% (n = 360,000); AID 651699; in the data active = inhibition above about 36%
Target sequence (P61081 whole entry, looked up): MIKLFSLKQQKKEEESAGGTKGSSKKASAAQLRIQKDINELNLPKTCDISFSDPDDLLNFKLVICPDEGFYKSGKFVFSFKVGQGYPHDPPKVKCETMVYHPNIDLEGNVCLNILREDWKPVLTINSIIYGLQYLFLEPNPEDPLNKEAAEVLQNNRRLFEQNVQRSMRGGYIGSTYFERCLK
Target sequence (Q13564 whole entry, looked up): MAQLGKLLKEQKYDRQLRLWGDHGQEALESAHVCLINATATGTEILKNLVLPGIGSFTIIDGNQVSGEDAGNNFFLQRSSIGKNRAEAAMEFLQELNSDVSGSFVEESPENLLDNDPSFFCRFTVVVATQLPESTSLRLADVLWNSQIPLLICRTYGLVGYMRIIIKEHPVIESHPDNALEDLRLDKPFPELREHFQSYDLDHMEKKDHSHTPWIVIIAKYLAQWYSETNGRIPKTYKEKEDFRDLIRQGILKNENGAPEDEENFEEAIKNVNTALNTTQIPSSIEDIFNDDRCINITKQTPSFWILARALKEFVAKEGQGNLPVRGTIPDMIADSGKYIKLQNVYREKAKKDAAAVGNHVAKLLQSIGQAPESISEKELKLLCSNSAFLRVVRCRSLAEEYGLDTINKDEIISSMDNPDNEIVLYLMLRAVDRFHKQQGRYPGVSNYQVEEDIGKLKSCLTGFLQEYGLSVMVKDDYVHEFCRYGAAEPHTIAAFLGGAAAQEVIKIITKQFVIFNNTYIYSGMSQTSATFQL
CSN deneddyl inh – blocks human CSN-mediated cullin deneddylation; Q92905; actives 0.38% (n = 360,000); Purified CSN, SCF-Nedd8-OG deneddylation, fluorescence polarization; AID 651999; inhibition, % at 12.5 µM;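 active = pattern-corrected inhibition above about 35%, with an unprinted fluorescence ratio check between 0.5 and 1.5, limit read from the data, passing the limit was not always enough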;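 also: 0% = enzyme with substrate and 100% = substrate without enzyme; some results filed as inactive read as strong as hits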
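Assay system: Purified human Csn5 enzyme expressed in HEK293T cells | Amount: Enzyme 0.24 nM | Measured by: Fluorescence polarization readout | Medium: Tris/NaCl/DTT buffer, pH 7.5 | Compound dosing: One concentration, 12.5 µM, 0.25% DMSO | Times: 90 min incubation of compound, enzyme and substrate at room temperature | Control set: no-enzyme wells high, enzyme-with-substrate wells low | Read-out: % inhibition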
SUMO1-SIM PPI – modulators of human SUMO1-mediated protein-protein interactions; P63165; SUMO1 binding to a labelled peptide, TR-FRET, 1 h; inhibition, % at 20 µM; actives 0.33% (n = 360,000); AID 602429; in the data active = inhibition above about 37%
Target sequence (P63165 whole entry, looked up): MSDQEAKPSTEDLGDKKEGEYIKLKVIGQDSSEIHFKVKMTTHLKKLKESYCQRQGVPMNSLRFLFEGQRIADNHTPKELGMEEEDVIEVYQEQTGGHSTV
STEP block – blocks human striatal-enriched tyrosine phosphatase; actives 0.25% (n = 360,000); inhibition, % at 20 µM; recombinant STEP, OMFP fluorogenic substrate, fluorescence; P54829;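 active = inhibition at 20 µM, scaled per plate between control wells, above about 37%, limit read from the data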;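 also: 0% = DMSO with enzyme and substrate and 100% = substrate only without enzyme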
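System: STEP phosphatase, cell-free reaction; Buffer or medium: Bis-Tris pH 6.0 buffer with DTT, detergent; Incubation: 20 min at room temperature, dark; Measured by: fluorescence, 480/540 nm.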
Scp-1 inhibitor – Scp-1 (human) phosphatase inhibition; AID 493091; inhibition, % at 20 µM; actives 0.88% (n = 340,000); Recombinant Scp1, phosphopeptide, malachite green phosphate absorbance;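 active = inhibition above about 50% at 20 µM, limit read from the data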;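 also: plate controls were DMSO wells with enzyme for no effect and wells lacking enzyme for full effect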
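System: SCP-1 catalytic domain; Reagent: Phospho 17-mer peptide substrate; Doses: one concentration, 20 µM, with 1.0% DMSO; Incubation: 45 min room-temperature reaction, 5 min colour, 30 min stabiliser; Signal: Phosphate-binding colour reagent, absorbance read at 630 nm.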
Active calls of the source: *; i = inactive; x = not tested or not shown; + = active, no number.

Each structure is followed by: Rpn11 block | NadD inh | LMPTP block | Rin1 Abl inh | DNMT1 block | Neddylation inh | CSN deneddyl inh | SUMO1-SIM PPI | STEP block | Scp-1 inhibitor
[1] COc1ccc(NC(=O)C/C(C)=N/NC(=O)c2ccncc2)c([N+](=O)[O-])c1
    i | 3.6 | 0.9 | -9.9 | -2.4 | i | -4.5 | -20.8 | -2.5 | -2.5
[2] COc1cc(C)c(/C=C(\C#N)C(=O)Nc2ccc(C)cc2)cc1C(C)C
    i | 1.2 | 1.2 | 2.3 | -8.1 | i | -2.9 | -3.5 | 1.1 | 0.6
[3] CN(C)c1cccc(CNC(=O)c2csc(COCCO)n2)c1
    i | -9.2 | -1.3 | 2.0 | -1.0 | i | -1.5 | 1.6 | 1.5 | x
[4] CNC(=O)/C(C#N)=C/c1c(N2CCN(c3ccccc3)CC2)nc2c(C)cccn2c1=O
    i | 1.9 | 0.5 | 0.4 | 3.8 | x | 2.1 | -25.7 | -0.1 | -5.9
[5] Cc1ccc(C)c(NC(=O)Cc2ccc(S(=O)(=O)N3CCCCC3)s2)c1
    i | -8.1 | -1.2 | -1.1 | -6.9 | i | 3.2 | 0.6 | -8.9 | -10.5
[6] Cc1ccc(-c2noc(C3CCCN(C(=O)c4ccc(C(C)(C)C)cc4)C3)n2)o1 (stereo not drawn)
    i | 11.9 | 1.7 | -0.7 | -2.8 | i | 2.5 | 2.6 | 1.7 | -7.9
[7] CCOC(=O)Cc1csc2nc(-c3ccccc3)nn12
    i | -1.4 | 0.6 | 2.5 | 2.6 | i | 0.1 | 5.9 | -4.8 | -9.8
[8] CC(C)Oc1ccc(C(=O)NC(=S)N2CCOCC2)cc1
    i | -4.4 | -0.4 | 3.2 | 3.3 | i | -0.3 | -2.5 | -0.6 | -6.7
[9] CCCc1nc2ccccc2c(C(=O)OC2CCOC2=O)c1CC (stereo not drawn)
    i | -2.1 | -0.9 | 2.7 | 7.5 | i | 3.2 | 1.8 | -0.9 | 3.8
[10] COCCCNC(=S)NNC(=O)C1CC1c1ccc(C(C)(C)C)cc1 (stereo not drawn)
    i | -5.4 | -2.1 | 0.0 | 1.5 | i | 0.6 | 3.4 | -0.8 | -14.2
[11] CC(=O)c1cccc(NC(=O)CCS(=O)(=O)c2cccc3nsnc23)c1
    i | -2.2 | 0.4 | 2.8 | -2.6 | i | 6.2 | -23.7 | 14.1 | 2.4
[12] CCOC(=O)C(C)(C)NS(=O)(=O)c1ccc(Cl)c([N+](=O)[O-])c1
    i | 3.1 | -1.7 | -3.5 | -3.9 | i | -0.6 | -18.3 | -0.5 | -5.3
[13] CCOc1ccc(CN2CCN(Cc3cc4c(cc3Cl)OCO4)CC2CCO)cc1 (stereo not drawn)
    i | -11.5 | 0.9 | -0.5 | -0.6 | i | -1.6 | 4.0 | -0.7 | -2.5
[14] NC(=O)c1cccc(-c2ccnc3c2CC(C(=O)NCCC(F)(F)F)O3)c1 (stereo not drawn)
    i | -0.7 | -2.3 | -1.9 | 3.8 | i | -2.7 | 2.8 | -1.3 | x
[15] CCSc1nnc(-c2cccc(S(=O)(=O)N(C)C)c2)n1-c1cc(OC)ccc1OC
    i | -1.7 | -0.4 | 3.6 | -1.0 | i | -3.4 | 3.9 | 11.8 | -6.5
[16] O=C(c1sc2cc([N+](=O)[O-])ccc2c1Cl)N1CCCCC1
    i | -0.2 | -1.3 | -1.9 | -2.0 | i | -6.2 | -26.0 | 2.1 | -7.8
[17] Cc1cccc(S(=O)(=O)NC2CCCCCCC2)c1
    i | -9.1 | 0.3 | -0.1 | 0.0 | i | 4.2 | 8.3 | 0.1 | -2.8
[18] Cn1c(=O)c2c(nc(N3CCOCC3)n2CCCNC2=NCCCCC2)n(C)c1=O
    i | -0.4 | -0.3 | 0.1 | -1.6 | i | -1.8 | -0.5 | -0.2 | -4.6
[19] COc1cc(/C=C/C(=O)OC(C)C(=O)NC2CCCCC2C)cc(Cl)c1OC (stereo not drawn)
    i | -6.6 | 1.0 | -0.4 | -6.2 | + | 0.8 | 1.2 | -1.7 | -9.0
[20] O=C(c1ccco1)N1CCN(C(=O)C2CC(=O)N(c3ccccc3)C2)CC1 (stereo not drawn)
    i | -7.2 | -0.7 | -0.7 | 1.4 | i | -0.1 | -0.6 | 0.8 | -2.4
[21] Cc1ccc(NS(=O)(=O)c2ccc3c(c2)NC(=O)CC(=O)N3)cc1C
    i | -1.3 | 0.4 | -1.0 | -11.5 | i | -1.9 | 6.9 | 8.6 | -5.9
[22] CN(C)C(=O)CCc1ccc2c3c([nH]c2c1)[C@]1(C)[C@@H](C(=O)N2CCCCC2)C[C@H](CC(=O)NCCc2ccccn2)C(=O)N1CC3
    i | 1.9 | -7.9 | -5.1 | 0.8 | i | 0.0 | 0.1 | 2.3 | 3.9
[23] CCC1CCCCN1C(=O)NC(=O)c1ccccc1 (stereo not drawn)
    i | -1.0 | 0.0 | -0.8 | 1.8 | i | 2.1 | -6.2 | -1.2 | -1.8
[24] COc1cccc(C2CC(c3ccccc3C)n3nc(N)nc3N2)c1 (stereo not drawn)
    i | 2.3 | -1.8 | 1.7 | 0.2 | i | 0.4 | 3.3 | 0.5 | 1.6
[25] CCN(CC)c1ccc(/C=N/NC(=O)c2cnccn2)c(O)c1
    i | -3.7 | 0.5 | -4.4 | -2.8 | i | 1.7 | -29.1 | -4.5 | -2.7
[26] CCc1ccc2oc(=O)cc(CN3CCOCC3)c2c1
    i | 2.3 | -0.1 | 3.1 | 1.7 | i | -6.1 | -0.8 | 1.8 | -7.9
[27] O=C(COc1coc(CN2CCCc3ccccc32)cc1=O)Nc1cccc([N+](=O)[O-])c1
    i | 18.6 | 3.7 | -0.4 | 24.9 | i | 2.0 | -4.7 | 0.6 | -2.3
[28] O=C(/C=C/c1ccco1)NCC1COc2ccccc2O1 (stereo not drawn)
    i | 2.1 | 3.0 | -0.7 | -25.2 | i | 3.4 | -0.4 | 0.9 | -10.8
[29] CC1CCCC(C)N1NC(=S)Nc1ccc(OC(F)F)cc1 (stereo not drawn)
    i | 0.1 | -1.6 | 1.8 | -3.1 | i | -1.6 | -2.7 | 0.7 | -3.9
[30] O=c1[nH]c(/C=C\c2cccnc2)c([N+](=O)[O-])c(=O)[nH]1
    i | 4.6 | -0.1 | 1.3 | -1.7 | i | 0.5 | -0.9 | 2.4 | -1.1
[31] O=C(Nc1ccc(S(=O)(=O)N2CCCC2)cc1)c1ccc([N+](=O)[O-])o1
    i | 5.3 | -0.1 | 0.5 | -1.4 | i | 4.6 | -43.4 | -1.2 | -2.8
[32] CCOC(=O)c1ccc(N=C2SC(C(=O)NC)CC(=O)N2CCc2ccccc2)cc1 (stereo not drawn)
    i | -0.2 | 2.3 | -1.4 | -0.1 | i | 5.7 | -3.1 | -0.1 | -6.9
[33] CNc1oc(-c2ccccc2Cl)nc1C#N
    i | -4.4 | 0.4 | 1.3 | 1.5 | i | 0.3 | 1.1 | -3.8 | -10.4
[34] O=C(O)CSC12CC3CC(C1)CC(C(=O)O)(C3)C2
    i | 4.0 | 0.9 | 1.4 | 1.6 | i | 5.6 | 0.0 | -0.3 | -7.8
[35] COc1ccc(S(=O)(=O)Nc2cc(SCC(=O)O)c(O)c3ccccc23)cc1
    i | 3.9 | 5.6 | 2.2 | -4.0 | i | 26.8 | 13.9 | 10.5 | 2.0
[36] COc1cc(-c2nc(-c3ccc4c(c3)-c3ccccc3S4(=O)=O)c(-c3ccccc3)[nH]2)cc(OC)c1OC
    i | 29.4 | 4.4 | -2.7 | -6.6 | x | -1.6 | 7.2 | -0.6 | 13.8
[37] COC(=O)c1cnn(C(=O)c2cc(OC)ccc2Br)c1N
    i | -4.3 | -0.6 | -1.1 | 1.6 | i | -1.2 | -3.5 | -5.3 | -4.1
[38] O=C(CCSCCC(=O)NN=Cc1ccccc1O)NN=Cc1ccccc1O
    i | -1.1 | 0.1 | 1.2 | -1.0 | i | 8.4 | 8.9 | -1.8 | 0.0
[39] CCc1ccc(CN2CCC(C(=O)Nc3ccc(Oc4ccccc4)nc3)CC2)o1
    i | -8.2 | -0.5 | -4.2 | 1.1 | i | 2.0 | 4.0 | 2.0 | -7.5
[40] O=C(CCC(=O)Nc1ccccc1)NNC(=O)CCc1ccccc1
    i | 1.8 | -0.7 | 6.3 | 8.3 | i | -8.7 | -3.1 | -0.2 | -6.4
[41] c1ccc(-c2nc(-c3ccc(-c4ccon4)s3)no2)cc1
    i | -7.9 | 0.7 | 0.4 | 1.1 | i | 1.2 | -3.4 | -1.8 | -7.3
[42] C/C(=N\Nc1ccc(S(=O)(=O)Nc2ccccc2)cc1[N+](=O)[O-])c1ccc(N2CCOCC2)cc1
    i | 42.2* | 1.7 | -7.0 | -0.7 | i | -3.3 | -12.0 | 0.0 | 6.0
[43] CSc1ncccc1C(=O)OCc1nc2ccsc2c(=O)[nH]1
    i | -0.4 | -0.9 | 0.2 | 1.2 | i | 3.1 | 13.4 | 0.3 | -9.5
[44] Cc1c(C2C(C#N)=C(N)OC3=C2C(=O)CCC3)cnn1C (stereo not drawn)
    i | -1.4 | -1.7 | -0.3 | -5.7 | i | 2.8 | -3.7 | 2.4 | -9.8
[45] Cc1nn(CC(=O)NCc2ccccc2)c(=O)c2cccn12
    i | -7.0 | -0.2 | -4.8 | 0.7 | i | 0.8 | -4.9 | -1.2 | -15.6
[46] CCN(CC)S(=O)(=O)c1ccc(OCC(=O)NCc2ccco2)cc1
    i | -3.5 | -0.6 | -3.4 | -7.5 | i | 0.7 | -1.2 | 2.4 | -5.8
[47] Cc1csc(Nc2ccccc2)[n+]1C
    i | 0.4 | 0.4 | 1.7 | 39.6 | i | -8.7 | 1.0 | 1.2 | -7.0

Compounds were not picked by outcome, and some 3.8% of all compounds hit somewhere here.
